Rpn11 inh: Rpn11 (human) deubiquitinase inhibition; calls only at 20 µM; human 26S proteasome, Ub4-pepOG fluorescence polarization; 20S core pre-blocked with epoxomicin; 360,000 compounds, 0.59% hits; O00487;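 active means inhibition at 20 µM, scaled to each plate's controls, above about 33%, limit read from the data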
Target sequence (O00487 whole entry, looked up): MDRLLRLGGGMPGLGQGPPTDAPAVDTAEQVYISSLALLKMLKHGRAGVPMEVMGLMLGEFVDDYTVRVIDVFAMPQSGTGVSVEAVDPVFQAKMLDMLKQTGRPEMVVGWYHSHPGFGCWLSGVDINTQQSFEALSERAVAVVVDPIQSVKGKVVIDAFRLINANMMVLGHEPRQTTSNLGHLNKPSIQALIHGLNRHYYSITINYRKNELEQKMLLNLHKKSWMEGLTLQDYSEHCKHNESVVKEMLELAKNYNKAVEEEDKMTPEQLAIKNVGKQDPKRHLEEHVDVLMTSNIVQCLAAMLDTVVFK
NadD block: blocks S. aureus nicotinate mononucleotide adenylyltransferase. AID 602399. purified NadD enzyme, colorimetric absorbance read-out. 360,000 compounds, 0.78% hits. inhibition, % at 20 µM; in the data active means inhibition above about 26%; further: some compounds past the cut are filed as inactive
DNMT1 inh: inhibitors of human DNMT1. inhibition (reported as % activation of signal), % at 10 µM. DNMT1 molecular beacon, Hinp1I cleavage, fluorescence. 360,000 compounds, 0.83% hits. P26358. AID 588458; in the data active means inhibition above about 50%
Scp-1 inhibitor: inhibitors of human Scp-1 phosphatase; Recombinant Scp1, phosphopeptide, malachite green phosphate absorbance; inhibition, % at 20 µM; 340,000 compounds, 0.88% hits;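 active means inhibition above about 50% at 20 µM, limit read from the data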;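 further: plate controls were DMSO wells with enzyme for no effect and wells lacking enzyme for full effect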
Target sequence (Q9GZU7 76-261 limits assumed): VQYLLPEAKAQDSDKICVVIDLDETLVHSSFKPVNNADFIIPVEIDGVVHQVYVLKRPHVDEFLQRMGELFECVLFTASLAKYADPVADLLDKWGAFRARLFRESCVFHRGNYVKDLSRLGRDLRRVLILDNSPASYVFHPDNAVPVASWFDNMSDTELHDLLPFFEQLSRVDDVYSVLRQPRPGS
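System: SCP-1 catalytic domain; Reagent: Phospho 17-mer peptide substrate; Doses: one concentration, 20 µM, with 1.0% DMSO; Incubation: 45 min room-temperature reaction, 5 min colour, 30 min stabiliser; Signal: Phosphate-binding colour reagent, absorbance read at 630 nm.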
LMPTP block: blocks human LMPTP phosphatase; AID 651560; recombinant LMPTP-A, OMFP fluorogenic substrate, fluorescence intensity; inhibition, % at 20 µM; 360,000 compounds, 0.22% hits; P24666;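 active means compounds that cut the enzyme signal by at least half of the control window in the single-dose screen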;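 further: plate controls were DMSO wells with enzyme plus substrate for no effect and substrate without enzyme for full effect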
Target sequence (P24666 whole entry, looked up): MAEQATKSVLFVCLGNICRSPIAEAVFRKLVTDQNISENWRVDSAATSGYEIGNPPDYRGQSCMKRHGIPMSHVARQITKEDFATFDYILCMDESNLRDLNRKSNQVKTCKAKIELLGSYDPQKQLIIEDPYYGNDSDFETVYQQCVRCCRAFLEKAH
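Material: LMPTP-A; amount: 0.625 nM enzyme; doses: single 20 µM dose; times: reaction 50 min, room temperature, dark; technique: fluorescence intensity of OMFP turnover product; benchmarks: no-enzyme and uninhibited controls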
STEP inh: inhibitors of human striatal-enriched phosphatase STEP; recombinant STEP, OMFP fluorogenic substrate, fluorescence; inhibition, % at 20 µM; 360,000 compounds, 0.25% hits; AID 588621;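 active means inhibition at 20 µM, scaled per plate between control wells, above about 37%, limit read from the data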;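 further: 0% = DMSO with enzyme and substrate and 100% = substrate only without enzyme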
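System: STEP (striatal-enriched tyrosine phosphatase) enzyme, cell-free; medium: Bis-Tris pH 6.0 buffer with DTT, detergent; dosing: 20 µM, 1% DMSO; times: reaction 20 min, ambient temperature; detection: fluorescence, 480/540 nm; read-out basis: normalized % inhibition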
SKN-1 inh: inhibitors of C. elegans SKN-1; C. elegans VP596 Pgst-4::GFP/RFP ratio, acrylamide-induced, 24 h; inhibition, % at 21.8 µM; 360,000 compounds, 0.49% hits; AID 624304;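 active means interference check ratio from 0.5 to 1.5 plus GFP to RFP signal ratio inhibition reaching or exceeding a fixed threshold, cut at about 30% in these data, passing the limit was not always enough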; further: some compounds called inactive have numbers as strong as hits
SUMO1 PPI mod: modulators of human SUMO1-mediated protein-protein interactions; SUMO1 binding to a labelled peptide, TR-FRET, 1 h; inhibition, % at 20 µM; 360,000 compounds, 0.33% hits; AID 602429; in the data active means inhibition above about 37%
Target sequence (P63165 whole entry, looked up): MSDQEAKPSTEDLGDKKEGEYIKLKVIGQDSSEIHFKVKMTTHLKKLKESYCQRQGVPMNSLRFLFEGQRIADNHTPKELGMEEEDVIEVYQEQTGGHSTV
CendR NRP1 mod: NRP-1/CendR interaction modulation. FAM-RPARPAR peptide binding to NRP-1, fluorescence polarization. inhibition, % at 25 µM. 360,000 compounds, 0.85% hits. O14786. AID 602438;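 active means inhibition or corrected inhibition above about 18%, plus a signal ratio from 0.5 to 1.5, limit read from the data, passing the limit was not always enough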; further: strong numbers were not always called active
MT1-MMP act inh: blocks activation of human MT1-MMP. P50281. GFP/RFP ratio change, % at 20 µM. HT1080 RFP-PRO-GFP cells, GFP/RFP ratio fluorescence, overnight; percent of plate control window, DMSO zero. AID 651647. 360,000 compounds, 0.061% hits;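 active means GFP/RFP ratio change of at least 30% with cell ATP level not reduced by more than half and red fluorescence within 50% of control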; further: strong numbers were not always called active
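Read-out: GFP/RFP fluorescence ratio; Test system: RFP-PRO-GFP reporter HT1080 cells; Compound dosing: single-point 20 µM compound, 1% DMSO; Times: overnight compound exposure at 37 °C.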
Starred values were filed as active, the others as inactive; i = inactive; nt = no result given.

SMILES	Rpn11 inh	NadD block	DNMT1 inh	Scp-1 inhibitor	LMPTP block	STEP inh	SKN-1 inh	SUMO1 PPI mod	CendR NRP1 mod	MT1-MMP act inh
Cc1ccc(Sc2cc(C(=O)c3ccccc3C(=O)O)ccc2[N+](=O)[O-])cc1	i	4	3	-5	-1.2	2	0	-24	-6	1
C=CCNC(=O)[C@H]1N2C(=O)c3ccccc3C2SC1(C)C (some centres not stated)	i	-7	0	-12	-3.4	2	2	0	-19	0
Cc1ccc2nc(N/C(=N/S(=O)(=O)c3ccc(F)cc3F)c3ccccc3)sc2c1	i	3	-1	-10	0.7	1	-2	4	10	1
COc1ccc(OC)c(-n2nnnc2SCC(=O)Nc2nc(C)c(C)s2)c1	i	1	2	-5	-1.4	-2	3	3	5	-1
O=C(Nc1cnn(Cc2ccc(Cl)cc2)c1)c1ccc([N+](=O)[O-])cc1	i	-14	0	-7	0.7	-4	28	-30	4	15
COc1cccc(C(=O)N2CCC(O)(c3cccnc3)CC2)c1	i	-5	2	-10	-0.5	0	-4	3	-1	3
Cc1ccc(-c2nnc3ccc(SCC(=O)N4CCc5ccccc54)nn23)cc1	i	5	1	4	-0.1	1	3	-29	2	2
CN(c1ccc(OCC(=O)OCc2nnc(-c3ccccc3)o2)cc1)S(=O)(=O)c1ccc(Cl)cc1	i	-4	-4	-14	4.9	3	-15	7	-10	-3
COc1cc(NC(=O)c2sc3ncn(CC(=O)N4CCC(C)CC4)c(=O)c3c2C)cc(OC)c1OC	i	3	-1	-1	1.0	2	-5	0	-12	4
O=C(C1CCN(c2nc(-c3ccccc3)nc3c2CCC3)CC1)N1CCCC1	i	-1	0	-2	7.2	-2	13	17	6	-4
CCOC(=O)c1cnc(N2CCN(c3ccccc3)CC2)[nH]c1=O	i	-8	1	-12	-0.5	1	23	3	2	0
CCCCCc1c(C)nc(N2CCc3ccccc3C2)[nH]c1=O	i	-3	3	-11	-2.1	11	7	2	-4	0
O=C(Cn1nnc(-c2ccccc2)n1)OC1CCOC1=O (configuration not stated)	i	1	0	-24	-1.9	2	-12	-2	2	-1
O=C(O)c1cc(-c2ccc(Cl)c(Cl)c2)n(-c2ccc(F)cc2)n1	i	6	-2	-1	-2.1	1	12	20	7	-2
C#CCNC(=O)C1=C[C@@H](c2coc3ccccc3c2=O)[C@H](CCCO)[C@@H](OCC)O1	i	-2	4	-6	-0.5	0	-6	5	13	-4
O=C(NNC1=NCCCCC1)c1cccc([N+](=O)[O-])c1	i	-3	4	3	-1.4	0	0	-11	0	-1
Cc1[nH]c2ccccc2c1C(=O)COC(=O)C1CC(O)CN1S(=O)(=O)c1ccc(Cl)cc1 (configuration not stated)	i	-13	-10	-8	-0.1	-2	-2	-4	12	-5
COc1cccc(CN2CC(C(=O)NCCSc3nnnn3C)CCC2=O)c1 (configuration not stated)	i	0	-3	1	-0.1	-1	15	4	12	-2
O=C(CSc1nc2ccccc2c(=O)n1-c1ccc(F)cc1)Nc1ccc(Cl)c(S(=O)(=O)N2CCOCC2)c1	i	24	-11	-4	0.7	2	8	2	-9	5
CCc1cc(C(=O)OC)c(NC(=O)CC2Nc3cc(C)c(C)cc3NC2=O)s1 (configuration not stated)	nt	7	9	-4	1.9	-3	4	-4	-41	-15
COCCNC(=O)Cn1ccc2cc(S(=O)(=O)N3CCCCCC3)ccc21	i	-2	2	-14	-0.2	4	4	4	3	3
CCN(CC)CCCNC(=O)c1c(O)c2cc(F)cc3c2n(c1=O)C(C)CC3 (configuration not stated)	i	-10	0	-17	-2.9	2	17	-13	4	0
CN(C(=O)COC(=O)COc1ccccc1F)C1CCS(=O)(=O)C1 (configuration not stated)	i	9	4	2	-1.5	0	-3	-1	2	1
Cc1ccc(S(=O)(=O)NCC(=O)N2CCOCCOCCOCC2)cc1	i	-1	2	4	-1.2	0	11	4	10	-1
COc1ccc2c(C)cc(SCC(=O)Nc3c(C)n(C)n(-c4ccccc4)c3=O)nc2c1	i	-6	-3	-15	-1.3	-3	6	3	7	3

Continued:
SMILES	Rpn11 inh	NadD block	DNMT1 inh	Scp-1 inhibitor	LMPTP block	STEP inh	SKN-1 inh	SUMO1 PPI mod	CendR NRP1 mod	MT1-MMP act inh
C[C@@H]1CCCCO[C@H](CN(C)Cc2ccc3c(c2)OCO3)[C@H](C)CN([C@@H](C)CO)C(=O)c2cc(NC(=O)c3ccccc3)ccc2O1	i	-2	-2	nt	-1.6	-3	-18	6	-1	-3
Cc1cc(Br)ccc1NC(=S)NCCc1ccccc1	i	-2	4	-2	1.3	-4	-12	1	7	1
O=C(NC(=S)NCc1ccco1)c1cccc(Cl)c1	i	-5	-1	nt	3.2	2	10	1	-12	2
C=CCNC(=O)N1CCCC(C(=O)c2cccc(Cl)c2)C1 (configuration not stated)	i	0	-1	-10	0.2	4	-1	4	-6	-2
CCOCCCNC(=O)c1ccc2c(c1)ncn2-c1cccc(C)c1	i	-4	1	-9	-1.3	-3	5	2	-1	0
CC(=O)Nc1nc(-c2cc([N+](=O)[O-])cs2)cs1	i	-2	12	-2	3.8	-4	9	-9	2	3
CC(C)c1cc(N=O)cc(C(C)C)c1O	i	9	6	10	0.6	-1	17	-1	4	-2
CCOC(=O)c1c(C)c(C(=O)O)n(C)c1C	i	0	-1	-1	-1.1	-6	15	0	-11	4
Cc1cccc(OC(=O)n2c(=S)oc3cc(Cl)ccc32)c1	i	4	13	1	0.1	3	7	-2	5	8
C[C@H](CO)N1C[C@H](C)[C@@H](CN(C)C(=O)Nc2ccccc2)Oc2c(NC(=O)NC3CCCCC3)cccc2C1=O	i	0	4	-6	-0.8	-3	8	1	1	1
COc1cccc(OC)c1NC(=O)C1CCCN1C(=O)Nc1cccc(Cl)c1 (configuration not stated)	i	-2	-1	-3	-0.6	4	9	3	7	2
Cc1ccc(C(=O)COC(=O)c2cn(-c3ccccc3)nc2-c2ccccc2)cc1[N+](=O)[O-]	i	-1	15	-17	2.1	5	1	1	-12	-5
COc1ccc(CNC(=O)C2CC(c3ccc(OC)cc3)=NO2)cc1 (configuration not stated)	i	-8	-2	-3	-1.7	-2	-9	-4	13	6
CCCn1c(SCC(=O)Nc2ccc(OC)cc2)nnc1-c1ccncc1	i	-2	1	5	-2.0	1	1	1	4	3
c1ccc2c(c1)nnn2Cn1nnc2ccccc21	i	0	6	nt	0.4	0	1	7	0	2
N#Cc1ccccc1NC(=O)CNc1cc(S(=O)(=O)N2CCOCC2)ccc1NCC1CCCO1 (configuration not stated)	i	-6	6	1	2.6	3	7	-1	-6	-4
Cn1c(CNc2ccccc2)nc2ccccc21	i	1	0	0	-0.4	2	10	-2	-8	-4
Cc1cc(-c2ccc(S(=O)(=O)N3CCN(C)CC3)s2)on1	i	-3	-1	-11	-0.2	-5	9	-18	12	2
COc1cc(C(C)=O)ccc1OCC(O)CN1CCN(c2ccccc2)CC1 (configuration not stated)	i	9	2	-18	1.3	0	0	-1	3	-2
Cc1noc(C(=O)Nc2c(C)nn(Cc3ccccc3)c2C)c1Cl	i	2	-3	-13	-1.2	1	8	1	10	1
CC(C)(C)c1ccc(C(=O)NNC(=O)c2ccc(Cl)cc2)cc1	i	-1	11	3	3.2	6	9	-2	2	5
O=C(CCCC(=O)NCc1ccc(F)cc1)NCc1ccc(F)cc1	i	-7	1	-12	-0.9	-4	-3	3	10	2
Cc1cc(=O)n(C)c(=O)n1CC(=O)N1CCCCCC1	i	0	2	-2	-1.1	-1	-8	6	-5	0
COc1ccc(C(=O)CCN2CCCC(C)C2)cc1 (configuration not stated)	i	-1	4	-12	-2.7	-1	-8	4	-4	4
CCCCOc1ccc(NC(=O)C2OC3OC(C)(C)OC3C3OC(C)(C)OC23)cc1 (configuration not stated)	i	-2	1	-3	-1.1	1	8	-4	-4	2
Cc1nc(-c2ccccc2)sc1-c1nc(-c2ccccc2)ncc1S(=O)(=O)c1ccccc1	i	7	-2	-8	3.5	3	12	56*	-2	-7
COCCCNC(=S)NCCCNc1nc2cc3c(cc2cc1C#N)OCO3	i	0	-10	-8	0.9	3	3	-1	1	-3

By substructure: the compounds so far containing a Cl atom
SMILES	Rpn11 inh	NadD block	DNMT1 inh	Scp-1 inhibitor	LMPTP block	STEP inh	SKN-1 inh	SUMO1 PPI mod	CendR NRP1 mod	MT1-MMP act inh
O=C(Nc1cnn(Cc2ccc(Cl)cc2)c1)c1ccc([N+](=O)[O-])cc1	i	-14	0	-7	0.7	-4	28	-30	4	15
CN(c1ccc(OCC(=O)OCc2nnc(-c3ccccc3)o2)cc1)S(=O)(=O)c1ccc(Cl)cc1	i	-4	-4	-14	4.9	3	-15	7	-10	-3
O=C(O)c1cc(-c2ccc(Cl)c(Cl)c2)n(-c2ccc(F)cc2)n1	i	6	-2	-1	-2.1	1	12	20	7	-2
Cc1[nH]c2ccccc2c1C(=O)COC(=O)C1CC(O)CN1S(=O)(=O)c1ccc(Cl)cc1 (configuration not stated)	i	-13	-10	-8	-0.1	-2	-2	-4	12	-5
O=C(CSc1nc2ccccc2c(=O)n1-c1ccc(F)cc1)Nc1ccc(Cl)c(S(=O)(=O)N2CCOCC2)c1	i	24	-11	-4	0.7	2	8	2	-9	5
O=C(NC(=S)NCc1ccco1)c1cccc(Cl)c1	i	-5	-1	nt	3.2	2	10	1	-12	2
C=CCNC(=O)N1CCCC(C(=O)c2cccc(Cl)c2)C1 (configuration not stated)	i	0	-1	-10	0.2	4	-1	4	-6	-2
Cc1cccc(OC(=O)n2c(=S)oc3cc(Cl)ccc32)c1	i	4	13	1	0.1	3	7	-2	5	8
COc1cccc(OC)c1NC(=O)C1CCCN1C(=O)Nc1cccc(Cl)c1 (configuration not stated)	i	-2	-1	-3	-0.6	4	9	3	7	2
Cc1noc(C(=O)Nc2c(C)nn(Cc3ccccc3)c2C)c1Cl	i	2	-3	-13	-1.2	1	8	1	10	1
CC(C)(C)c1ccc(C(=O)NNC(=O)c2ccc(Cl)cc2)cc1	i	-1	11	3	3.2	6	9	-2	2	5

Screening results as filed in PubChem BioAssay.

An unsorted share of the library; 3.9% or so of the library scored in one or more.
